TRHR agonist: TRH receptor (human) agonism; P34981; TRHR cells, calcium flux fluo-8, FDSS agonist mode; activation, % at 2 µM; 0.18% of 360,000 active; AID 493084; in the data active means activation above about 30%; further: 0% is about no effect
Target sequence (P34981 whole entry, looked up): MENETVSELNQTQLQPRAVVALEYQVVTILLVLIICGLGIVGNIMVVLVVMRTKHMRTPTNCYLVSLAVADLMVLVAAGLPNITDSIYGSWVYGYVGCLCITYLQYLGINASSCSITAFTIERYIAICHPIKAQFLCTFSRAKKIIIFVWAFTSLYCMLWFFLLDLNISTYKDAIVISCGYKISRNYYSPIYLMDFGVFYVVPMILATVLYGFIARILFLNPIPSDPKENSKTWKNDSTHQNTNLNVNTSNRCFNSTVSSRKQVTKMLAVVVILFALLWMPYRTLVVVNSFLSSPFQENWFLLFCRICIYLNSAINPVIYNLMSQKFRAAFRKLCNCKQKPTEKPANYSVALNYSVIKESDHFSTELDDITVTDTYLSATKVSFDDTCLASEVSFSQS
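Agonist-mode FDSS calcium read (Ex 480/Em 530, 1 s cycles) in 1536-well TRHR cells with fluo-8 dye, after 10-cycle baseline and 23 nL compound addition; TRH at EC20 (10 nM final) added afterwards for the enhancer phase.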
Pin1 inh: blocks the human prolyl isomerase Pin1; AID 504891; Pin1 FP peptide displacement, HiFluor488, 10 min; 0.009% of 390,000 active; Q13526; Potency, µM (series often up to 115 µM), for inactives: top-dose activity, negative = inhibition, most hits filed as inhibitors; active means well fitted inhibition curve with a large enough effect in the polarisation, with a control signal flat, not every such curve was filed as active; inconclusive means small, poorly fitted or top-dose-only effect, or effect the other way, or a change in a side signal; inactive means no such curve, though single readings can be large or run the other way; the % refers to the polarisation; further: potency means the concentration at half of the fitted maximal effect; on the % scale 0 is the no-effect control and ±100 the full control effect
Target sequence (Q13526 whole entry, looked up): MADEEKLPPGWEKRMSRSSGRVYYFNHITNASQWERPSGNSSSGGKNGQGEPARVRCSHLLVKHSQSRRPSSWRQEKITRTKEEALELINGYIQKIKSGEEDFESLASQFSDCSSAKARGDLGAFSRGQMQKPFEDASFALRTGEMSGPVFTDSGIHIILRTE
USP1 inh: USP1/UAF1 (human) deubiquitinase inhibition; O94782; recombinant USP1/UAF1, Ub-Rhodamine cleavage fluorescence; Potency, µM (doses to about 57.1 µM), for inactives: at the highest dose activity change, negative = inhibition, most hits filed as inhibitors; 0.23% of 390,000 active; further: potency means the concentration at half of the fitted maximal effect; on the % scale 0 is the no-effect control and ±100 the full control effect; nearly all actives have a fitted effect of over 60% in size; inactives centre near -12
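USP1/UAF1 complex (1 nM) preincubated 15 min at room temperature with compound, then Ub-Rho substrate (150 nM final) added. Kinetic fluorescence at 480/540 nm over 6 reads at 60 s intervals; 50 mM HEPES pH 7.8, 0.5 mM EDTA, 0.1 mg/ml BSA, 1 mM TCEP, 0.01% Tween-20.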
D2 agonist: D2 dopamine receptor (human) agonism | activation, % at 2 µM | P14416 | 0.53% of 340,000 active | HEK293 T-REx D2 cells, calcium flux agonist mode;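 active means activation over 3 SD above normal in the single-dose calcium agonist read, cut at about 30% in these data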; further: 0% is about no effect
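Calcium-flux readout, 1 cycle/sec over 180 s following compound pin transfer, in inducible HEK293 Trex D2 cells (force-coupled); dopamine controls included. Positive calcium responses during this window marked compounds as potential agonists.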
TrxR1 substrate: rat thioredoxin reductase 1 substrate activity | O89049 | purified TrxR1 substrate turnover, NADPH consumption readout | Potency, µM (titrated, usually from 114 µM), without a hit: at the top dose activity change, negative = substrate turnover | 0.01% of 390,000 active | AID 588456; further: potency means the concentration at half of the fitted maximal effect; on the % scale 0 is the no-effect control and ±100 the full control effect; nearly all actives have a fitted effect of over 50% in size
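Rat TrxR1, dispensed at 90 nM, was prereduced with 400 uM NADPH (final) for 5 min at ~22 deg C, then incubated with compound 15 min before 400 uM selenite. A first-read NADPH fluorescence drop versus no-compound background flagged substrates.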
TRHR PAM: TRH receptor (human) allosteric enhancement | 0.66% of 360,000 active | P34981 | enhancement, % at 2 µM | TRHR cells, fluo-8 calcium fluorescence, EC20 TRH enhancement; in the data active means enhancement above about 30%; further: 0% is about no effect
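Enhancer read-out: after compound pinning and an initial kinetic agonist-mode read, an EC20 of TRH (10 nM final) was injected and fluo-8 calcium signal (Ex 480/Em 530) followed at 1 s/cycle for 100 cycles in TRHR-expressing cells.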
mIDH1 inhibitor: blocks human mutant IDH1 R132H enzyme. O75874. IDH1-R132H enzyme, NADPH consumption, diaphorase/resazurin fluorescence. Potency, µM (doses to about 76.6 µM), for the others: at the highest dose activity change, negative = inhibition, usual class: inhibitors. 0.093% of 390,000 active; further: potency means the concentration at half of the fitted maximal effect; on the % scale 0 is the no-effect control and ±100 the full control effect; nearly all actives have a fitted effect of over 65% in size
Target sequence (O75874 whole entry R132H, stated change not applied): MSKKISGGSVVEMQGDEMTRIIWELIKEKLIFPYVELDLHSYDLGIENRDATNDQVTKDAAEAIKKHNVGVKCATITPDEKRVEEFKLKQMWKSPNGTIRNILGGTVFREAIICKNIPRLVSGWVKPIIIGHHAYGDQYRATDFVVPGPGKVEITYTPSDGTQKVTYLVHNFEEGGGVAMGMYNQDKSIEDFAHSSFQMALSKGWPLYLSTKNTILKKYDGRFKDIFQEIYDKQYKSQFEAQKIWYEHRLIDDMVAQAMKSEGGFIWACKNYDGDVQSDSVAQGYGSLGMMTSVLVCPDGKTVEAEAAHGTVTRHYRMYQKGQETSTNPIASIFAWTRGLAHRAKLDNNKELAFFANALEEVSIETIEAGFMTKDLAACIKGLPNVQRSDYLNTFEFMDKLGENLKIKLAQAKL
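IDH1-R132H (0.5 ug/mL) preincubated 30 min with compound, then NADPH (0.016 mM) and alpha-KG (2 mM) added; 80 min at RT, pH 7.5. Remaining NADPH coupled via diaphorase/resazurin to fluorescence (540/590 nm); concentration-response curves normalized to no-enzyme control.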
D2 antag: D2 dopamine receptor (human) antagonism. P14416. HEK293 TREx D2 cells, calcium flux, dopamine EC80. inhibition, % at 10 µM. 2% of 340,000 active; in the data active means inhibition above about 30%; further: 0% is about no effect
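Measurement of antagonist activity uses fluorescent calcium dye in inducible HEK293 T-REx D2 cells: 10 s baseline, compound addition with 180 s read, EC80 dopamine addition with a further 180 s read.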
TrxR1 inh: blocks rat thioredoxin reductase 1; O89049; recombinant rTrxR1, NADPH fluorescence consumption, selenite substrate; 1% of 390,000 active; AID 588453; Potency, µM (titrated, usually from 114 µM), without a hit: top-dose activity change, negative = inhibition, actives largely listed as inhibitors; further: potency means the concentration at half of the fitted maximal effect; on the % scale 0 is the no-effect control and ±100 the full control effect; nearly all actives have a fitted effect of over 65% in size
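Rat TrxR1 (90 nM in the dispensed reagent) was pre-reduced with 400 uM NADPH for 5 min at room temperature, then incubated with compound for 15 min. After 400 uM selenite was added, NADPH fluorescence (Ex 340/Em 450 nm) was followed for 8 min.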
The depositor's hits bear a star; & = joins results of further samples; [ ] = remark or other dose. Unless noted, the call rests on the fitted dose curve; in most records, active means well fitted inhibition curve with a large enough effect; inconclusive means small, poorly fitted or top-dose-only effect; inactive means no such curve, though single readings can be large or run the other way.

Cc1ccc(Oc2ncccc2/C=N/O)cc1 was read as TRHR agonist 0.2, Pin1 inh -3%, USP1 inh -28%, D2 agonist -0.8, TrxR1 substrate 17%[57.1 µM], TRHR PAM -1, mIDH1 inhibitor 0%, D2 antag -10 and TrxR1 inh 17%[57.1 µM].
Screening COc1ccc(S(=O)(=O)N2CCCCC2)cc1NC(=O)CCc1cc(OC)c(OC)c(OC)c1 returned Pin1 inh 2%, USP1 inh -22%, TrxR1 substrate -1%, mIDH1 inhibitor 6% and TrxR1 inh 13%.
`COc1ccc(/C=N\NC(=O)c2sc(N)nc2C)cc1OC` gave TRHR agonist 0.0, Pin1 inh -8%, USP1 inh -5%, D2 agonist 0.2, TrxR1 substrate -16%, TRHR PAM 11, mIDH1 inhibitor 2%, D2 antag -15 and TrxR1 inh -13%.
Screening O=C(/C=C/c1ccco1)NCC1OCCc2ccccc21 (configuration not stated) returned TRHR agonist 0.6, Pin1 inh inconclusive, USP1 inh -5%, D2 agonist 0.8, TrxR1 substrate 10%[11.4 µM], TRHR PAM -4, mIDH1 inhibitor -3%, D2 antag 31* and TrxR1 inh inconclusive.
For [O-]c1c[n+](-c2ccc(-[n+]3cc([O-])on3)cc2)no1 the results were TRHR agonist 1.7, Pin1 inh -8%, USP1 inh -1%, D2 agonist 1.9, TrxR1 substrate 0%, TRHR PAM 5, mIDH1 inhibitor 3%, D2 antag 0 and TrxR1 inh 19%[57.1 µM].
COc1ccc(C(=O)NCC(=O)OCC(=O)Nc2cc(OC)ccc2OC)cc1 was read as TRHR agonist -0.8, Pin1 inh -17%, USP1 inh -24%, D2 agonist 1.1, TrxR1 substrate 0%, TRHR PAM 3, mIDH1 inhibitor 7%, D2 antag 24 and TrxR1 inh 10%.
O=C(Nc1ccncc1)c1cccc(S(=O)(=O)N2CCN(c3ccc(F)cc3)CC2)c1 was read as TRHR agonist -0.1, Pin1 inh -5%, USP1 inh -9%, D2 agonist 0.9, TrxR1 substrate -13%, TRHR PAM -5, mIDH1 inhibitor 2%, D2 antag -1 and TrxR1 inh -8%.
For Cn1c(N)c(C#N)c(C#N)c1-c1ccccc1 the results were TRHR agonist -0.7, Pin1 inh -7%, USP1 inh -8%, D2 agonist -1.4, TrxR1 substrate 9%[57.1 µM], TRHR PAM 6, mIDH1 inhibitor -5%, D2 antag 14 and TrxR1 inh 18%[57.1 µM].
For CCOC(=O)C1=C(C)C(c2ccccc2OC)NC(=O)N1 (configuration not stated) the results were TRHR agonist -0.2, Pin1 inh -2%, USP1 inh -1%, D2 agonist -1.7, TrxR1 substrate 13%[57.1 µM], TRHR PAM 8, mIDH1 inhibitor 3%, D2 antag -9 and TrxR1 inh 22%.
`COc1cc(/C=N/NC(=O)CCn2c3ccccc3c3ccccc32)ccc1O` gave TRHR agonist -0.2, Pin1 inh 5%, USP1 inh -12%, D2 agonist 0.6, TrxR1 substrate -1%, TRHR PAM -5, mIDH1 inhibitor -3%, D2 antag -5 and TrxR1 inh 8%.

Brought forward from above: two entries; new compounds follow.
For CCOC(=O)C1=C(C)C(c2ccccc2OC)NC(=O)N1 (configuration not stated) the results were TRHR agonist -0.2, Pin1 inh -2%, USP1 inh -1%, D2 agonist -1.7, TrxR1 substrate 13%[57.1 µM], TRHR PAM 8, mIDH1 inhibitor 3%, D2 antag -9 and TrxR1 inh 22%.
`COc1cc(/C=N/NC(=O)CCn2c3ccccc3c3ccccc32)ccc1O` gave TRHR agonist -0.2, Pin1 inh 5%, USP1 inh -12%, D2 agonist 0.6, TrxR1 substrate -1%, TRHR PAM -5, mIDH1 inhibitor -3%, D2 antag -5 and TrxR1 inh 8%.
For Cc1ccc(C(=O)NCC(=O)NCC(c2ccco2)N2CCCCC2)cc1C (configuration not stated) the results were TRHR agonist 0.0, Pin1 inh -3%, USP1 inh 0%, D2 agonist -0.8, TrxR1 substrate -6%, TRHR PAM 7, mIDH1 inhibitor -1%, D2 antag 10 and TrxR1 inh 2%.
Screening Cc1ccc(C(=O)CNc2ccc(F)cc2)cc1 returned TRHR agonist 0.2, Pin1 inh -3%, USP1 inh -23%, D2 agonist -0.4, TrxR1 substrate -5%, TRHR PAM 3, mIDH1 inhibitor -4%, D2 antag -1 and TrxR1 inh -10%.
`CN(C)/C=C(\C#N)C(=O)Nc1ccc(O)cc1F` gave TRHR agonist 0.2, Pin1 inh -3%, USP1 inh -21%, D2 agonist 0.9, TrxR1 substrate 0%[57.1 µM], TRHR PAM -4, mIDH1 inhibitor -7%, D2 antag -22 and TrxR1 inh 3%[57.1 µM].
For CCC1COCCS(=O)(=O)N1Cc1ccccc1C (configuration not stated) the results were TRHR agonist -0.7, Pin1 inh 0%, USP1 inh -32%, D2 agonist -1.0, TrxR1 substrate -2%&-4%, TRHR PAM -4, mIDH1 inhibitor -6%[38.3 µM], D2 antag 18 and TrxR1 inh -2%&12%.
Screening CCOc1c2ccc(C(=O)NCC34CC5CC(CC(C5)C3)C4)cc2nn1CC returned TRHR agonist -0.5, Pin1 inh -1%, USP1 inh -23%, D2 agonist 0.3, TrxR1 substrate 55%[activator], TRHR PAM 3, mIDH1 inhibitor -3%, D2 antag -20 and TrxR1 inh 26%.
`Cc1ccc(NC(=O)C(Cc2ccccc2)n2cccc2)cc1C` (configuration not stated) gave TRHR agonist 0.4, Pin1 inh 0%, USP1 inh -24%, TrxR1 substrate -8%, TRHR PAM -7, mIDH1 inhibitor -5% and TrxR1 inh -6%.
O=C(CCCn1c(=O)c2ccccc2n(Cc2cccc(F)c2)c1=O)NCc1ccccc1Cl was read as TRHR agonist 0.7, Pin1 inh 3%, USP1 inh -25%, TrxR1 substrate 4%, TRHR PAM -10, mIDH1 inhibitor 6% and TrxR1 inh 17%.
`N#CCSc1ncccc1-c1nc2ccccc2[nH]1` gave TRHR agonist 0.6, Pin1 inh -1%, USP1 inh -4%, D2 agonist 0.8, TrxR1 substrate 9%[57.1 µM], TRHR PAM -1, mIDH1 inhibitor 3%, D2 antag 14 and TrxR1 inh 18%[57.1 µM].
Screening CCCCCCC/C(C)=N/NC(=O)CC(=O)NCCc1ccccc1 returned TRHR agonist -0.2, Pin1 inh 11%, USP1 inh -6%, D2 agonist -0.4, TrxR1 substrate -5%[57.1 µM], TRHR PAM 9, mIDH1 inhibitor -3%, D2 antag -8 and TrxR1 inh 10%[57.1 µM].
For Cc1ccc(-c2nn(CCC(=O)Nc3cccnc3)c(=O)c3ccccc23)cc1 the results were TRHR agonist 0.2, Pin1 inh 0%, USP1 inh -3%, D2 agonist -0.6, TrxR1 substrate -1%[57.1 µM], TRHR PAM -1, mIDH1 inhibitor -2%, D2 antag -5 and TrxR1 inh 16%[57.1 µM].
COCc1ccc(C(=O)Nc2cccc(S(=O)(=O)N(C)c3ccccc3)c2)cc1 was read as Pin1 inh inconclusive, USP1 inh -15%, TrxR1 substrate 7%[57.1 µM], mIDH1 inhibitor 0% and TrxR1 inh 4%[2.29 µM].
`COc1ccc2c(c1)c(C(=O)CN1CCc3ccccc3C1)c(C)n2C` gave TRHR agonist -0.9, Pin1 inh -1%, USP1 inh -15%, D2 agonist -1.1, TrxR1 substrate -10%, TRHR PAM -4, mIDH1 inhibitor -15%, D2 antag 18 and TrxR1 inh 7%.
`CCN(C(=O)CSc1nnc(-c2cc3occc3n2C)n1-c1ccccc1C)c1cccc(C)c1` gave TRHR agonist 0.3, Pin1 inh -7%, USP1 inh inconclusive, D2 agonist 0.4, TrxR1 substrate -4%, TRHR PAM -1, mIDH1 inhibitor -9% and TrxR1 inh 5%.
For Cc1noc(C)c1COC(=O)c1cnc(Cl)c(Cl)c1 the results were TRHR agonist -0.6, Pin1 inh 3%, USP1 inh -14%, D2 agonist 1.9, TrxR1 substrate 6%[57.1 µM], TRHR PAM -10, mIDH1 inhibitor -5%, D2 antag -7 and TrxR1 inh 12%[57.1 µM].
Cc1cccc2sc(N(CCN(C)C)C(=O)c3ccc4c(c3)OCCO4)nc12 was read as TRHR agonist 0.6, Pin1 inh inconclusive, USP1 inh -18%, D2 agonist 0.9, TrxR1 substrate -6%[57.1 µM], TRHR PAM -1, mIDH1 inhibitor 22% and TrxR1 inh -3%[57.1 µM].
`O=C(Nc1c(-c2ccccc2)nc2c(Br)cc(Br)cn12)c1ccco1` gave TRHR agonist -0.4, Pin1 inh 7%, USP1 inh -12%, D2 agonist 0.1, TrxR1 substrate -4%, TRHR PAM -12, mIDH1 inhibitor -5%, D2 antag 28 and TrxR1 inh -12%.
For CCC(C)[C@@H](N)C(=O)N/N=C/c1ccc2ncccc2c1 (some centres not stated) the results were TRHR agonist 1.3, Pin1 inh 0%, USP1 inh -21%, D2 agonist 0.0, TrxR1 substrate -10%, TRHR PAM 2, mIDH1 inhibitor 5%, D2 antag 8 and TrxR1 inh -10%.
`COc1ccccc1NC(=O)CN1C(=O)COc2ccc(S(=O)(=O)N3CCC(C)CC3)cc21` gave TRHR agonist 0.3, Pin1 inh -4%, USP1 inh -29%, D2 agonist 0.5, TrxR1 substrate -4%, TRHR PAM -6, mIDH1 inhibitor -10%, D2 antag -10 and TrxR1 inh 3%.
Screening Cc1ccc(NC(=S)NCc2ccc(F)cc2)c(C)c1 returned TRHR agonist -1.8, Pin1 inh -2%, USP1 inh -19%, D2 agonist 0.3, TrxR1 substrate -10%, TRHR PAM 6, mIDH1 inhibitor -7%, D2 antag 1 and TrxR1 inh -18%.
`Cc1ccccc1Nc1nc(N)nc(COC(=O)c2ccc(O)cc2)n1` gave TRHR agonist 1.7, Pin1 inh 2%, USP1 inh -6%, D2 agonist 4.1, TrxR1 substrate -5%, TRHR PAM 5, mIDH1 inhibitor 2%, D2 antag 3 and TrxR1 inh -3%.

Only part of the results is shown (hit frequency here may not be typical).
